Bioassay records as filed in PubChem.
GPR151 activ – human GPR151 activation; Q8TDV0; activation, % at 11.2 µM; PathHunter beta-arrestin GPR151 cells, luminescence; hit rate 1% among 650,000; in the data active means activation above about 4.9%;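 further: 0% = median of compound wells and 100% = cells with positive control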
Target sequence (Q8TDV0 whole entry, looked up): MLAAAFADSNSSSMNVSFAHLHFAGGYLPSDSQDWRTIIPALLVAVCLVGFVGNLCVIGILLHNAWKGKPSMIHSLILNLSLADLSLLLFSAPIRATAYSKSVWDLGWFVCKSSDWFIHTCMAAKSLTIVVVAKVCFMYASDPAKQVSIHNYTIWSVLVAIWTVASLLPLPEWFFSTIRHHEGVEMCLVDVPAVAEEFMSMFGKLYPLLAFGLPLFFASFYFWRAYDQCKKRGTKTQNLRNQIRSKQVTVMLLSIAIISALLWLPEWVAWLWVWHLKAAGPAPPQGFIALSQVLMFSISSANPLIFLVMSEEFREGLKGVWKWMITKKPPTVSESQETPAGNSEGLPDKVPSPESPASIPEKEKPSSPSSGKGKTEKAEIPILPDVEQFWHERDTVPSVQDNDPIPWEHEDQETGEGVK
MITF primary – blocks human microphthalmia-associated transcription factor. O75030. AlphaScreen MITF homodimerization, bead proximity signal. inhibition, % at 2.6 µM. hit rate 0.91% among 650,000. AID 1259374; in the data active means inhibition above about 50%;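 further: 0% = vehicle wells with protein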
Target sequence (O75030 whole entry, looked up): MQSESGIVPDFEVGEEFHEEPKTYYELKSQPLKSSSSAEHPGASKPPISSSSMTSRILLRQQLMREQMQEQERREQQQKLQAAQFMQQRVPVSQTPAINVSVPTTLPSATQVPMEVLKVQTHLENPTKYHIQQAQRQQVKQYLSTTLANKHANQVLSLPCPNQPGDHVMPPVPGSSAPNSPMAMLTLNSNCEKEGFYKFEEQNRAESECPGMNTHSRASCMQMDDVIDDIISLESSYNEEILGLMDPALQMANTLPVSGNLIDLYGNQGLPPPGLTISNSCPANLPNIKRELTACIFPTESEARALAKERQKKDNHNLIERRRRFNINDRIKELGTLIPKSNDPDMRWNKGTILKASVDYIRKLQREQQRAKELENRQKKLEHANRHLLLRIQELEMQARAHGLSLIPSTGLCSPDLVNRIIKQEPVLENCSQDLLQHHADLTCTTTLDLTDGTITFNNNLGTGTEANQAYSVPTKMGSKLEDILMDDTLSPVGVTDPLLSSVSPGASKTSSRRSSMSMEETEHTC
FBW7 activator – activators of human E3 ligase FBW7; AID 1259310; Q969H0; AlphaScreen FBW7–phospho-cyclin E peptide binding, activator screen; hit rate 0.13% among 650,000; normalized activity (activation), % at 26.1 µM; in the data active means normalized activity above about 1.9%;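 further: purified mutant Fbw7 with reduced substrate affinity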
TEAD-YAP inh – TEAD-YAP interaction inhibition; inhibition, % at 9.12 µM; hit rate 1.4% among 640,000; AID 1259422; HEK-TIYL cells, TEAD-Gal4/YAP UAS-luciferase luminescence; in the data active means inhibition above about 32%;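 further: 0% = median of test compound wells and 100% = reference inhibitor wells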
* hit, by the source's call.

SMILES	GPR151 activ	MITF primary	FBW7 activator	TEAD-YAP inh
NC(=O)c1c(-c2ccc(Cl)cc2)csc1NC(=O)C1CC=CCC1C(=O)O (centres undefined)	-1.2	-8.2	0.1	-6.2
O=C(NC1(c2ccc(F)cc2)CCCC1)c1cnn2cccnc12	0.4	6.2	-0.2	14.8
O=C(CC1C(=O)NCCN1Cc1ccccc1)NCCCOc1cccnc1 (centres undefined)	0.7	4.9	-0.1	-4.3
COC(=O)c1cc(N2C(=O)C3C4C=CC(O4)C3C2=O)ccc1Cl (centres undefined)	1.1	-5.6	-0.2	5.1
CS(=O)(=O)Nc1cccc(C(=O)OC2CCOC2=O)c1 (centres undefined)	-1.1	10.0	0.3	3.7
O=C(Nc1c2c(nn1-c1cccc(Cl)c1)CSC2)c1ccco1	0.2	-6.4	0.1	17.0
CC(C)(C)n1nnnc1C(c1ccccn1)N1CCCCCC1 (centres undefined)	0.1	6.8	0.2	6.4
COc1cccc(C(=O)NC(C)c2nnc3n2CCN(Cc2ccccc2C)CC3)c1 (centres undefined)	0.0	2.8	0.2	-1.5
O=C(NC(=O)C1CCNCC1)c1cccc(N2CCCC2=O)c1	0.8	11.6	-0.2	-17.2
O=C(NCc1ccccc1Cl)C1CCN(c2cnccn2)CC1	1.0	10.5	-0.1	0.2
CCOc1ccc(C(=O)Nc2nc3ccc(Cl)cc3s2)cc1	-1.0	5.5	-0.1	-15.9
O=C(CN1C(=O)COc2ccccc21)N1CCN(C(=O)c2ccco2)CC1	-0.9	1.6	0.0	-2.9
Cc1ccc(C)n1-c1ccc(C(=O)N2CCCCC2C)cc1 (centres undefined)	-0.4	-9.1	0.0	5.3
CCOC(=O)N1CCN(c2cc(=O)n(-c3ccc(Br)cc3)c(=O)[nH]2)CC1	-1.2	-2.2	-0.1	1.8
COC(=O)c1cccc(C(=O)N2CC(=O)N(c3ccccc3C)C(C)C2)c1 (centres undefined)	-0.7	-5.3	0.0	3.1
C=CCNS(=O)(=O)c1ccc(F)c(C(=O)Nc2ccc(Br)cc2)c1	0.9	20.3	0.0	-8.5
Cc1ccc(NC(=S)N(Cc2ccccc2)Cc2cccnc2)cc1Cl	-0.8	4.3	0.0	-3.7
CCOCCCNC(=O)c1ccc2c(c1)N(Cc1ccccc1)C(=O)CS2=O (centres undefined)	2.6	9.6	0.1	1.2
CCOC(=O)c1c(/N=C/c2ccc(O)cc2O)sc2c1CCC2	2.7	13.3	0.6	-5.5
O=C(NCCn1ccnc1)C1CC12CCN(Cc1cc3ccccc3[nH]1)CC2 (centres undefined)	1.4	-7.6	-0.1	-7.3

Part of the list above in a different format.
Each structure is followed by: GPR151 activ	MITF primary	FBW7 activator	TEAD-YAP inh
> O=C(NC1(c2ccc(F)cc2)CCCC1)c1cnn2cccnc12
→ 0.4	6.2	-0.2	14.8
> O=C(CC1C(=O)NCCN1Cc1ccccc1)NCCCOc1cccnc1 (centres undefined)
→ 0.7	4.9	-0.1	-4.3
> COC(=O)c1cc(N2C(=O)C3C4C=CC(O4)C3C2=O)ccc1Cl (centres undefined)
→ 1.1	-5.6	-0.2	5.1
> CS(=O)(=O)Nc1cccc(C(=O)OC2CCOC2=O)c1 (centres undefined)
→ -1.1	10.0	0.3	3.7

The list continues.
SMILES	GPR151 activ	MITF primary	FBW7 activator	TEAD-YAP inh
CCCN(CCC)C(=O)Cn1c2ccccc2c2nc(=O)cc(C)n21	1.8	14.0	0.0	-2.4
COC(=O)c1c(NC(=O)c2ccc(Br)cc2)sc2c1CCC2	-1.2	11.1	0.1	-6.8
CC(=O)ONC(=Nc1ccccc1)c1nonc1N	0.6	2.1	-0.1	4.4
O=C1NC(=O)c2c(NC(=O)c3c(F)cccc3F)cccc21	-0.5	-5.5	-0.1	-9.2
Cc1ccc(N2CCN(C(=O)c3cnn4c(C)c(Cc5ccccc5C)c(C)nc34)CC2C)cc1 (centres undefined)	0.4	18.5	0.8	1.0
Cc1ccccc1/C=N/NC(=O)Cc1cccs1	1.8	6.9	0.0	-20.2
Cc1ccc(C(=O)Nc2ccc(C)c(Cl)c2)cc1	0.1	17.7	0.3	13.1
COc1ccc(-n2c(C)cc(C(=O)COC(=O)c3ccco3)c2C)cc1	3.0	-10.8	0.0	8.8
CN(C)CCNC(=S)NC(=O)C12CC3CC(CC(C3)C1)C2	-0.1	3.8	-0.2	-5.0
CCc1ccccc1NC(=O)c1ccc(N2CCC(C)CC2)c([N+](=O)[O-])c1	0.8	10.7	0.0	3.7
Cc1ccccc1N(C(=O)c1csnn1)C(C(=O)NC(C)(C)C)c1cccs1 (centres undefined)	-0.1	2.2	0.1	-26.0
O=C(CSc1nsc(SCC(=O)Nc2ccccc2C(F)(F)F)n1)Nc1ccccc1C(F)(F)F	0.2	-6.7	0.0	-2.2
COc1ccc(/C(C)=N\Nc2c(Cl)cncc2Cl)c(F)c1	-0.3	5.7	0.5	-4.6
Cc1c(=O)n(OCc2cccc(F)c2)c2ccccc2[n+]1[O-]	1.0	2.3	-0.1	1.2
CCOC(=O)c1nn(CCO)c2c1CN(Cc1ccoc1)CC2	1.2	-3.2	0.0	-11.9
COc1ccc(C2(c3ccccc3C)C=Cc3c(ccc4ccc(OC(=O)C(C)C)cc34)O2)cc1 (centres undefined)	-0.8	6.0	0.0	-6.4
O=C(Cc1ccc([N+](=O)[O-])cc1)Nn1cnc2ccccc2c1=O	-0.6	18.0	-0.1	-7.7
CCCOc1ccc(C(CC(=O)O)NC(=O)c2ccccc2F)cc1 (centres undefined)	-2.3	-4.5	0.0	-4.1
CCCCC(NS(=O)(=O)c1ccccc1)C(=O)O (centres undefined)	-0.2	-8.3	-0.1	-1.9
Cc1nc2c(N)c(Cl)c(Cl)c(N)c2[nH]1	1.2	-5.3	0.1	-8.8

Compound profiles, from the list above. Screens in order: GPR151 activ, MITF primary, FBW7 activator, TEAD-YAP inh
O=C(Cc1ccc([N+](=O)[O-])cc1)Nn1cnc2ccccc2c1=O is listed as -0.6, 18.0, -0.1, -7.7
Cc1c(=O)n(OCc2cccc(F)c2)c2ccccc2[n+]1[O-] is listed as 1.0, 2.3, -0.1, 1.2
Cc1ccc(N2CCN(C(=O)c3cnn4c(C)c(Cc5ccccc5C)c(C)nc34)CC2C)cc1 (centres undefined) is listed as 0.4, 18.5, 0.8, 1.0

The listing continues.
SMILES	GPR151 activ	MITF primary	FBW7 activator	TEAD-YAP inh
Cc1ccc(S(=O)(=O)NN2C(=O)c3ccccc3NC2c2nc3ccccc3[nH]2)cc1 (centres undefined)	-0.3	14.4	0.7	3.7
COc1ccccc1CCC(=O)OCC(=O)c1c(C)[nH]c2ccccc12	0.5	15.8	0.0	2.2
CCOc1ccc(C(=O)Nc2ccc3c(c2)OCCO3)cc1[N+](=O)[O-]	0.0	-5.3	-0.3	-21.7
Cc1ccccc1-n1nc2c(c1NC(=O)c1ccc(Cl)cc1Cl)CS(=O)(=O)C2	3.5	12.1	0.0	5.7
CC1(C)CC(=NOC(=O)c2ccncc2)CC(C)(C)N1O	0.2	-7.8	0.0	0.3
CCN(CC)c1ccc2nnc(CCC(=O)Nc3ccc(C(=O)OC)cc3)n2n1	2.4	1.0	0.1	4.7
CC(C)CCn1c(SCC(=O)c2ccccc2)nc2c1c(=O)[nH]c(=O)n2C	-1.0	3.8	0.4	3.2
Cn1c(=O)c2cc(C(=O)c3cc(Cl)cc(Cl)c3O)cnc2n(C)c1=O	0.5	-0.3	-0.1	1.1
CCc1nnc(NC(=O)c2oc3ccc(Br)cc3c2C)s1	-0.3	2.8	0.1	-16.8
O=C(Nc1cc(Oc2ccc(Br)cc2)cc([N+](=O)[O-])c1)c1nn2c(C(F)(F)F)cc(-c3cccs3)nc2c1Cl	-1.5	2.7	0.2	-7.0
Cc1ccc(/C=C/C(=O)Nc2sc(C)c(C)c2C(N)=O)cc1	2.0	3.3	0.0	-31.3
CCOC(CNC(=O)Cn1c(=O)c2ccccc2n(CC)c1=O)OCC	-0.6	1.9	0.0	2.1
Cc1ccc(-c2nsc(SCC(=O)N3CCCc4ccccc43)n2)cc1	-0.7	8.5	-0.1	4.3
CCCNC(=O)c1c[nH]c2ccc(S(=O)(=O)N(C)c3ccccc3C)cc2c1=O	-0.8	3.9	-1.1	-13.5
CCC(C)NS(=O)(=O)c1ccc(OCC(=O)Nc2cccc(Cl)c2Cl)cc1 (centres undefined)	2.0	-7.1	-0.4	3.8
CCOc1ccc2nc(SCC(=O)Nc3cc(C)on3)sc2c1	-0.1	0.4	-0.1	-9.9
O=C(O)c1cccc(NC(=O)c2ccc(Oc3ccc(C(=O)Nc4cccc(C(=O)O)c4)cc3)cc2)c1	-0.4	-9.4	0.1	6.1
COC(=O)CCNc1nc(CN2CCOCC2)nc2sc3c(c12)CCCC3	2.3	6.0	0.2	4.8
Cc1c(C(=O)NCc2ccc(F)cc2)sc2ncn(CC(=O)Nc3ccc(C(C)C)cc3)c(=O)c12	-1.0	12.9	0.3	13.7
COc1cccc(N2CC(C(=O)N3CCC(Cn4ccnc4)CC3)CC2=O)c1 (centres undefined)	-0.4	12.3	0.0	2.6

As entered above:
O=C(O)c1cccc(NC(=O)c2ccc(Oc3ccc(C(=O)Nc4cccc(C(=O)O)c4)cc3)cc2)c1 @ FBW7 activator: 0.1
COc1cccc(N2CC(C(=O)N3CCC(Cn4ccnc4)CC3)CC2=O)c1 (centres undefined) @ GPR151 activ: -0.4
CC(C)CCn1c(SCC(=O)c2ccccc2)nc2c1c(=O)[nH]c(=O)n2C @ FBW7 activator: 0.4
CCOc1ccc2nc(SCC(=O)Nc3cc(C)on3)sc2c1 @ MITF primary: 0.4

(more compounds)
SMILES	GPR151 activ	MITF primary	FBW7 activator	TEAD-YAP inh
CCOC(=O)CNC(=O)CNC(=O)c1nn(-c2ccc(OC)c(OC)c2)c(=O)c2ccccc12	-0.7	-8.3	-0.1	1.2
COc1ccc(-c2cnn3c(NCc4cccs4)ccnc23)cc1	0.9	14.2	0.0	-42.0
COc1cccc(C(C[N+](=O)[O-])c2c[nH]c3ccccc23)c1OC (centres undefined)	1.8	-4.7	-0.1	14.1
NNC(=S)NCc1ccc2c(c1)OCO2	-0.1	9.8	0.0	6.7
COCc1c(C(=O)N=Nc2c(O)[nH]c3ccccc23)nnn1-c1nonc1N	0.1	1.3	0.2	-2.4
CSc1cccc(NC(=O)C2C3C=CC4(O3)C2C(=O)N(CCCN2CCN(Cc3ccccc3)CC2)C4C(=O)NC2CCCCC2)c1 (centres undefined)	-0.1	17.2	0.3	0.5
Cc1ccc(Nc2cc(N3CCCC3)c3noc4c3c2C(=O)c2ccccc2-4)cc1	-0.1	-2.6	-0.1	-4.0
CCc1ccccc1NC(=O)CSc1nnc(-c2ccc(OC)cc2)c(-c2ccc(OC)cc2)n1	1.0	-6.1	-0.2	7.8
O=C(NCCO)c1ccc2nc(N3CCc4ccccc4C3)sc2c1	2.6	4.0	0.0	-38.0
O=C(c1nc2sccn2c1CNCCCN1CCOCC1)N1CCCCCCC1	0.0	1.1	-0.1	-0.8
CC(=O)c1ccc(OCCCCN2CCN(C)CC2)cc1	-0.1	52.0*	0.1	-8.2
CC(=O)c1ccc(OCc2cc(C(=O)N3CCN4CCCC4C3)no2)cc1 (centres undefined)	-1.4	6.4	0.4	6.9
COCC(C)n1c(C)cc(C(=O)CSc2nc(C)c(C)c(C)n2)c1C (centres undefined)	-0.6	-20.1	0.0	3.2
COC(=O)C(NC(=O)CN1N=C(C(C)(C)C)Cn2c(cc3ccccc32)C1=O)C(C)C (centres undefined)	0.8	0.6	0.2	-10.1
O=C(Nc1ccc(-c2cccc(F)c2)cc1)C1CCCN(C(=O)C2CCOCC2)C1 (centres undefined)	4.2	-1.2	0.1	17.0
O=C1/C(=C/c2cc3c(cc2Cl)OCO3)SC(=S)N1Cc1cccnc1	-0.8	8.5	0.0	10.9
CCNc1nc(Oc2ccc(C(=O)OC)cc2)nc(N2CCOCC2)n1	-0.6	3.8	0.0	-3.7
CC(=O)N[C@@H](CC(C)C)C(=O)N1CCOc2ccc(CN3CCN(C(C)=O)CC3)cc2C1	1.9	9.3	0.2	-1.6
